NOD2 RIPK2 PPI: NOD2-RIPK2 protein interaction inhibition | O43353 | CHO BLA complementation NOD2-RIPK2, CCF4 ratio | AID 624267 | inhibition, % at 4.98 µM | hit rate 0.38% among 360,000; in the data active means inhibition above about 21%;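 further: 0% = vehicle only and 100% = reference blocker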
ABHD5-PLIN5 inh: ABHD5-PLIN5 protein interaction inhibition | AID 602281 | Split G. princeps luciferase complementation, luminescence, 4 h | Q00G26+Q8WTS1 | hit rate 0.78% among 360,000 | inhibition, % at 4 µM;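 active means inhibition above the mean inhibition across every tested compound plus 3 SD, cut at about 22% in these data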;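 further: 0% = DMSO only wells and the 100% control is not disclosed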
Glyco luc inh: blocks N-linked glycosylation in D54 reporter cells. reporter increase, % at 12.5 µM. D54 ERlucT glycosylation luciferase reporter, 24 h; percent of 100 nM tunicamycin response. hit rate 0.23% among 360,000;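 active means mean luciferase reporter signal, scaled so untreated is 0 and the glycosylation-blocking control 100, at or above a set limit in every replicate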;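 further: luciferase carries N-glycosylation sites so blocking glycosylation raises the light; 0% = median of neutral control wells and 100% = median of 100 nM tunicamycin wells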
Cardio protect: myocardial damage modulation in H9c2 cells | H9c2 cardiomyocytes, H2O2 injury protection, ATPLite, 2 h | protection from H2O2 cell death, % at 20 µM | hit rate 0.63% among 360,000;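 active means compounds giving at least 50% protection of heart cells from peroxide-induced death in the single-dose screen, raw or plate-pattern-corrected value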;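 further: 0% = DMSO wells with peroxide and 100% = DMSO wells without peroxide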
SRC2 inh: inhibits human steroid receptor coactivator 2 | Q15596 | HEK293 GAL4-SRC2 luciferase reporter, luminescence | inhibition, % at 9 µM | hit rate 0.17% among 370,000 | AID 651957;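 active means inhibition above the mean inhibition of all tested compounds plus 3 SD, set per campaign, cut at about 52% in these data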;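 further: 0% = DMSO treated cells and 100% = cells given Gossypol at 36 µM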
Target sequence (Q15596 whole entry, looked up, the tested form may be a part): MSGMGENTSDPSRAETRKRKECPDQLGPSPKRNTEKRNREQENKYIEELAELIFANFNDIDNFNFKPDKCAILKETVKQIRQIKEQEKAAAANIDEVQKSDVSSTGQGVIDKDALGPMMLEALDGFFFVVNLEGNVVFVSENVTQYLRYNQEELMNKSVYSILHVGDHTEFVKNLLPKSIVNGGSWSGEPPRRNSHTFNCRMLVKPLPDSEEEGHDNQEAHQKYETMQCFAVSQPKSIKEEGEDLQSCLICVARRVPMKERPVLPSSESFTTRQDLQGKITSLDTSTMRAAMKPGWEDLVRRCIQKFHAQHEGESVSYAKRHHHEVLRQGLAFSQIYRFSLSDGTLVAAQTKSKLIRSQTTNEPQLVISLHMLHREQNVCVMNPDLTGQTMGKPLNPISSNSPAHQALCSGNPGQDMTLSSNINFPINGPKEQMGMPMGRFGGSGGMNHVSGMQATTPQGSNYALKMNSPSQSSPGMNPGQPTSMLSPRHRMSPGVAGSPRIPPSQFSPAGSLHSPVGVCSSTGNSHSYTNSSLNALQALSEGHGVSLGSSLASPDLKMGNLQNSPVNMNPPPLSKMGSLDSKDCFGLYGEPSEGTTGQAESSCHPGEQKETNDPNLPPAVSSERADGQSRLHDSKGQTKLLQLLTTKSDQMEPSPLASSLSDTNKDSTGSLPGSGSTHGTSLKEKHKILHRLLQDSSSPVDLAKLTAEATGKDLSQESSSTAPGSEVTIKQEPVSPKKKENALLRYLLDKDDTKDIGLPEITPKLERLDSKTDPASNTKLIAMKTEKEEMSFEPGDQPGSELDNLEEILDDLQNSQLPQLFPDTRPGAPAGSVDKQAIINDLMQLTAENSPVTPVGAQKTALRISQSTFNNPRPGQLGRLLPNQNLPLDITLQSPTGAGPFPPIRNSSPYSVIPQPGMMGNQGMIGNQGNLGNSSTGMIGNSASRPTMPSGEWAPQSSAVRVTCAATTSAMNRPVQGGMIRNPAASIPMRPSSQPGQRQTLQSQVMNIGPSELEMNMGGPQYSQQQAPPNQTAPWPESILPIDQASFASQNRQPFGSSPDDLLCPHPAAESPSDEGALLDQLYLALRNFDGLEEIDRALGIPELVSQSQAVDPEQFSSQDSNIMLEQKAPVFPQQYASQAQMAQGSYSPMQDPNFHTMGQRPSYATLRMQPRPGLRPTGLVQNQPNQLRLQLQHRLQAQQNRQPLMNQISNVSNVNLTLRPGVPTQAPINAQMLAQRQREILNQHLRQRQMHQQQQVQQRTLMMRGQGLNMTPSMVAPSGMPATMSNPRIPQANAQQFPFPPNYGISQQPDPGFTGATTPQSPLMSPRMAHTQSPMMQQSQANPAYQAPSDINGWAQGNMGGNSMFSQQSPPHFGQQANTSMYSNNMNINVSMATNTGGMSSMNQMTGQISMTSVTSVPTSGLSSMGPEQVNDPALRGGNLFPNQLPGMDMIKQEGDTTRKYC
MC4R barr agon: human MC4R agonism via beta-arrestin; hit rate 0.98% among 360,000; activation, % at 8.9 µM; U2OS MC4R beta-arrestin complementation, luminescence; percent of melanotan II response, DMSO zero; P32245;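 active means activation above a per-plate cutoff, the mean activation of sample wells on that plate plus 3 SD, cut at about 8% in these data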
TLR9-MyD88 inh: inhibitors of human TLR9-MyD88 binding; CHO BLA complementation TLR9-MyD88, CCF4 FRET ratio; inhibition, % at 4.98 µM; AID 504734; hit rate 0.21% among 340,000;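 active means inhibition above the mean over all tested compounds plus 3 SD, cut at about 21% in these data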;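 further: 0% = DMSO only wells and 100% = clavulanate BLA inhibitor control wells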
ABCB6 inh 2: blocks the human ABCB6 transporter. hit rate 0.19% among 360,000. fluorescence ratio to DMSO, % at 10 µM. Q9NP58. K562-ABCB6 porphyrin accumulation, flow cytometry, 1 h; active compounds read low;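 active means fluorescence ratio to DMSO below 75%, the collection mean minus 3 SD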;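 further: signal is porphyrin accumulated inside mitochondria; 100% equals median channel fluorescence of DMSO control wells; lower ratio means ABCB6 inhibition with less porphyrin fluorescence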
HTR2A ag: mouse HTR2A agonism via beta-arrestin recruitment | hit rate 0.66% among 360,000 | AID 624169 | P35363 | activation, % at 7.6 µM | CHO-K1 mHTR2A beta-arrestin complementation, luminescence; percent of 30 µM serotonin response;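 active means activation above a run cutoff, the mean activation of all tested compounds plus 3 SD, cut at about 14% in these data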;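 further: 0% = plate median of compound wells and 100% = 30 µM serotonin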
MC4R antagonist: antagonists of human melanocortin 4 receptor (MC4R); P32245; MC4R-expressing cells, MTII-stimulated cAMP, LANCE TR-FRET; inhibition, % at 6.5 µM; hit rate 0.48% among 360,000;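 active means inhibition above its plate's cutoff, the mean of tested wells on that plate plus 3 SD, cut at about 29% in these data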;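 further: 0% = Melanotan II alone and 100% = Melanotan II plus saturating MCL0020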
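Material: human MC4R-expressing U2OS cells. Probe or stimulus: Melanotan II challenge. Dosing: 6.5 µM single dose. Times: 30-min compound, 1-h challenge, 1-h detection, room temperature. Technique: TR-FRET with Eu-cAMP and labeled anti-cAMP, 671 nm. Replication: singlicate.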
Numbers without * were called inactive; . = not tested or not shown. This is a subset. The share of hits here may be higher or lower than overall.

SMILES	NOD2 RIPK2 PPI	ABHD5-PLIN5 inh	Glyco luc inh	Cardio protect	SRC2 inh	MC4R barr agon	TLR9-MyD88 inh	ABCB6 inh 2	HTR2A ag	MC4R antagonist
O=C(CCC1CCCN(C(=O)Cc2ccc(F)cc2)C1)N1CCN(c2ccccn2)CC1 (configuration not stated)	1	1	0	-4	-14	1.4	1	95	1	12
CC1CCCN(c2nc3nonc3nc2N2CCCC(C)C2)C1 (configuration not stated)	-3	-1	-1	2	-7	0.7	8	104	-3	19
Cc1cc(Oc2ccccc2)nc(NCc2ccccc2)n1	4	-2	2	-14	9	0.2	-10	85	3	2
O=C(COC(=O)c1cc2ccccc2cc1O)c1ccccc1	1	0	0	-4	13	2.2	-15	101	-2	14
CC1CCCN(c2ccc(C(=O)NCc3ccco3)cc2[N+](=O)[O-])C1 (configuration not stated)	5	-3	0	-5	-18	0.0	2	97	-6	-7
CSc1ncnc2c1ncn2CCCN1CCN(Cc2c(C)cc(C)cc2C)CC1	4	4	0	-14	20	1.8	0	100	-1	4
COc1cccc(CNc2cccc3cccnc23)c1O	-2	-5	11	-4	-17	0.8	-6	106	-1	-6
CN(C)CCCOc1ccc(-c2ccc3nncn3c2)cn1	4	7	5	-2	4	1.3	.	102	5	-3
CCOc1ccc(NC(=O)CCN2C(=O)c3ccccc3C2=O)cc1	-3	-4	0	8	-15	-1.1	-1	97	0	-1
COc1ccc(-c2csc(NC(=O)c3cc(C)on3)c2C#N)cc1OC	-6	-9	2	-1	8	3.2	-24	98	1	14
O=[N+]([O-])c1ccc(Nc2ccc(N3CCOCC3)cc2)c([N+](=O)[O-])c1	-13	2	-1	2	4	-1.0	11	92	0	10
CCOC(=O)Cn1c2ccccc2c2nc3ccccc3nc21	-7	-5	0	7	-10	-1.9	-9	97	-2	-1
O=[N+]([O-])c1cc(F)c(N2CCCCC2)cc1N1CCOCC1	-5	3	-1	-5	-1	-0.6	6	104	-1	6
CCOc1cc(OCC)cc(C(=O)NCCCN2CCOCC2)c1	-1	0	0	-1	-22	1.2	-7	95	-2	3
Cc1cc(NC(=O)C2CCN(S(=O)(=O)c3c(C)noc3C)CC2)ccc1Br	-9	-8	-3	-7	5	6.8	7	90	-8	5
COC(=O)c1ccc(CNC(=O)c2ccc3c(c2)OCCO3)cc1	-11	-2	0	-4	5	-1.3	-6	95	-6	3
CCCCCN(C(=O)NC(=O)NC(C)CC)S(C)(=O)=O (configuration not stated)	-11	-5	1	2	0	-0.8	-3	98	0	16
Cc1ccc(NS(=O)(=O)c2ccc(N/N=C/c3ccncc3)c([N+](=O)[O-])c2)c(C)c1	2	4	1	-6	-3	1.7	10	94	-2	0
Cc1nonc1C1CCCN1C(=O)c1cc(COc2ccc(F)cc2Cl)on1 (configuration not stated)	-3	1	0	-6	-3	-2.8	-8	107	-6	8
O=C(NCCc1ccc(Cl)cc1)C1CCCN(S(=O)(=O)c2cnc[nH]2)C1 (configuration not stated)	6	4	0	2	-11	2.0	-1	104	2	-2
CC(=O)NC(Cc1cccc(C)c1)C(=O)NC1CCN(c2ncccc2[N+](=O)[O-])CC1 (configuration not stated)	-3	1	-4	1	-1	-1.4	-9	93	2	-7
CC(=O)c1ccc(N2Cc3ccccc3C2=NC(=O)c2cccs2)cc1	-4	-3	-13	-10	-24	-2.7	-3	108	1	0
CCOc1ccc(NC(=O)NC2CCS(=O)(=O)C2)cc1 (configuration not stated)	-1	4	4	-2	-21	-1.2	-2	97	-3	12
Cc1ccc(S(=O)(=O)N(Cc2cc3ccc(C)cc3[nH]c2=O)c2ccccc2)cc1	0	2	0	-1	-21	0.2	-21	97	3	18
O=C(Nc1ccccc1)C(Cc1ccccc1)NC(=O)C12CC3CC(CC(C3)C1)C2 (configuration not stated)	0	-1	-1	1	-28	-2.5	-3	88	3	5
SMILES	NOD2 RIPK2 PPI	ABHD5-PLIN5 inh	Glyco luc inh	Cardio protect	SRC2 inh	MC4R barr agon	TLR9-MyD88 inh	ABCB6 inh 2	HTR2A ag	MC4R antagonist
COc1ccc(OC)c(NC(=O)c2ccc(CN(c3cc(Cl)ccc3C)S(=O)(=O)c3ccccc3)cc2)c1	4	4	-1	-4	-12	-1.1	-9	106	2	10
CC1CCN(c2c(NCc3ccc(C(=O)N4c5ccccc5CC4C)cc3)c(=O)c2=O)CC1 (configuration not stated)	-9	-4	-2	0	-21	-0.1	-6	99	0	2
O=C1C=C(NCc2ccccc2)c2ccccc2C1=O	-7	5	-16	-33	15	-2.5	-2	135	-2	-12
C[C@H]1CN([C@@H](C)CO)S(=O)(=O)c2ccc(Br)cc2O[C@@H]1CN(C)C(=O)C1CCOCC1	-3	-4	1	3	-11	0.1	6	98	-5	0
CCN(C(=O)COC(=O)c1c(NC(C)=O)sc(C)c1C)c1c(N)n(Cc2ccccc2)c(=O)[nH]c1=O	1	12	1	14	9	-1.6	-5	97	4	5
O=C(Nc1scc(-c2cccs2)c1C(=O)O)c1cccs1	-8	6	-2	3	-25	0.5	-10	98	3	4
Cc1cccc(N2CCN(C(=O)c3ccc4[nH]c(C)c(C)c4c3)CC2)c1C	-1	-5	14	-6	11	0.2	-5	108	3	-20
C#CCOCCOCCOCCNc1nc(N2CCN(C(=O)[C@H](CCCN=C(N)N)n3cc(C(N)[C@@H](C)CC)nn3)CC2)nc(N2CCN(C(=O)[C@H](CCC(=O)O)n3cc([C@@H](N)[C@H](C)CC)nn3)CC2)n1 (some centres not stated)	-6	-1	2	5	-8	-0.7	-10	97	-2	-6
COc1ccc(O)c(-c2cc(-c3cccs3)[nH]n2)c1	5	8	1	-19	-44	2.0	3	90	5	-4
Cn1c(NC(=S)Nc2ccccc2)nc2ccccc21	-2	0	-8	0	-22	-0.7	8	99	-3	-5
CCOc1ccc(CCNS(=O)(=O)c2cc3c(cc2C)NC(=O)CO3)cc1OCC	1	-4	1	5	22	-0.7	-7	94	-8	4
Cc1ccc2ccccc2c1C(O)c1ncc(-c2ccc(C(F)(F)F)cc2)[nH]1 (configuration not stated)	-2	-14	-4	-17	14	0.7	.	99	-2	7
Cc1ccc([C@@H]2[C@@H]3C(=O)N(C)C(=O)[C@@H]3[C@@H]3C(=O)Nc4ccccc4C(=O)N23)cc1	6	0	2	1	-31	-0.2	-7	96	6	6
COc1ccccc1OCc1nc(C#N)c(N2CC(C)CC(C)C2)o1 (configuration not stated)	-4	2	0	-25	-31	-0.9	5	100	-3	8
CCC1Sc2ccc(S(=O)(=O)CCC(=O)Nc3cc(C)ccn3)cc2NC1=O (configuration not stated)	-7	0	-2	2	4	-2.9	2	97	5	0
COc1cccc(NC(=O)C(=O)NCCC2CCCCN2S(=O)(=O)c2cccs2)c1 (configuration not stated)	-15	-2	0	7	-53	-2.4	3	99	0	4
COc1cc(OC)cc(C(=O)NCCCNC(=O)c2cccnc2)c1	-5	-8	0	-1	-12	-1.6	-3	99	1	3
COc1ccc(CN(C)CC(=O)Nc2c(C)cccc2C)c(OC)c1	-9	-5	-1	4	-7	2.4	-3	101	-4	-12
Nc1c(C(=O)N/N=C/c2ccccc2Cl)oc2nc(-c3ccccc3)cc(-c3ccco3)c12	11	-3	2	32	-2	-2.2	.	138	-2	5
O=C(c1ccc(Cl)c(S(=O)(=O)N2CCOCC2)c1)N1CCN(c2ccccc2)CC1	8	1	2	2	3	-2.2	4	94	-7	4
CN(C)c1ccc(C(=O)N/N=C/c2cc(Br)cc(Br)c2O)cc1	2	-5	0	38	16	-0.8	.	99	2	7
COc1ccccc1CN(Cc1cc2cc(C)cc(C)c2[nH]c1=O)Cc1nnnn1CC1CCCO1 (configuration not stated)	9	0	-1	9	12	1.1	3	90	2	0
CN1CCCN(C(c2ccccc2)c2ccc(Cl)cc2)CC1 (configuration not stated)	1	13	2	14	-4	0.3	0	88	-8	2
COc1ccc(NC(=O)CSc2ccc(-c3cccnc3)nn2)cc1	-2	0	0	10	-30	-1.1	-2	100	1	8
O=C(NCC1(N2CCCCC2)CCCCC1)C1CC(=O)N(c2ccc3c(c2)OCCO3)C1 (configuration not stated)	2	1	-4	-5	7	-1.3	-1	101	4	4
Cc1ccc(C)c(NC(=O)CN(C)C(=O)c2ccc3ncsc3c2)c1	-4	-9	0	3	-1	-3.6	-6	91	-2	0
COc1ccc(N2CCN(C(=O)C3CCCN3S(=O)(=O)c3cccc4nsnc34)CC2)cc1 (configuration not stated)	-2	-2	-1	-6	.	0.3	-8	100	-2	21
